Assay outcomes (PubChem BioAssay)
eIF4E-4G inh – blocks eIF4E binding to eIF4G; P63073+Q04637; TR-FRET eIF4E-eIF4GI(517-606) binding, 2 h; inhibition, % at 21.7 µM; 220,000 tested, 0.37% active; AID 782;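 also: 0% = full FRET control wells and 100% = background wells lacking eIF4GI fragment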
NCF1 inh – blocks human p47phox regulatory protein of NADPH oxidases; inhibition, % at 24.7 µM; p47phox/p22phox peptide binding, fluorescence polarization, 2 h; AID 1274; 220,000 tested, 0.53% active;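 also: 0% = p47phox with labelled peptide and 100% = labelled peptide alone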
Furin inhibitor – inhibitors of human furin | P09958 | purified furin, fluorogenic substrate cleavage | inhibition, % at 30 µM | 220,000 tested, 0.061% active; in the data active = inhibition above about 25%; also: inactives centre near -15
Target sequence (P09958 108-714 limits assumed): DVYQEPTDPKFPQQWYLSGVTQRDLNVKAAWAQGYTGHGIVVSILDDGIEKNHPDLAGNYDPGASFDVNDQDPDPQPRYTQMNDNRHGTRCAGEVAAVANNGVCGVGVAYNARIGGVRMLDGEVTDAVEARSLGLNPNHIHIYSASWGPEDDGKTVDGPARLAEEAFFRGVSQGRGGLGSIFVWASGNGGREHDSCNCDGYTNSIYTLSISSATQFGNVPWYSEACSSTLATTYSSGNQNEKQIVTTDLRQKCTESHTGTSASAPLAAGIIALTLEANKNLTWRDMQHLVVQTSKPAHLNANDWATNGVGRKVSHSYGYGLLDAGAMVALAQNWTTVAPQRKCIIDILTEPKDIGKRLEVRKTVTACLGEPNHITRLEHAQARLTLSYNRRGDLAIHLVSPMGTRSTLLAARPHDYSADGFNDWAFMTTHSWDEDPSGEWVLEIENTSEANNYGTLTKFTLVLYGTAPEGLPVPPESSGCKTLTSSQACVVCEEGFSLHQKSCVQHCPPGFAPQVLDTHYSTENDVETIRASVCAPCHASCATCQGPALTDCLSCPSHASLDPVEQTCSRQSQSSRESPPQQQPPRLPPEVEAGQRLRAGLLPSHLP
thrombin 1536 – thrombin (human) inhibition | P00734 | alpha-thrombin, Boc-VPR-AMC fluorogenic substrate cleavage | inhibition, % at 5 µM | 220,000 tested, 0.26% active | AID 1046;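 active = inhibition at or above 40%; inactive = inhibition below 40%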;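 also: 0% = enzyme with no compound and 100% = wells without enzyme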
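signal = AMC fluorescence, 355/460 nm | material = human alpha-thrombin enzyme | control set = enzyme without compound as high, wells lacking enzyme as low | times = reaction at room temperature | read-out basis = percent inhibition scaled between no-compound controls and no-enzyme blanks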
Rad51 HR inh – Rad51 (human) homologous recombination inhibition. inhibition, % at 10 µM. AID 1385. hRad51 DNA strand exchange, fluorescence dequenching. 200,000 tested, 0.085% active;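 active = inhibition above 40% at the single screening dose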;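 also: 0% = DMSO control wells and 100% = blanks with heterologous ssDNA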
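Material: human Rad51–ssDNA filaments; Probe or stimulus: labelled 47-mer dsDNA for strand exchange; Doses: single 10 µM dose; Incubation: 37 °C 15-min filament assembly, 30-min compound preincubation, 15-min exchange; Technique: FRET fluorescence dequenching, excitation 485 nm, emission 520 nm; Measure: Fluorescence-based percent inhibition, control- and blank-normalised; Benchmarks: plate control and blank wells.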
KLK5 inh – kallikrein 5 (human) inhibition; recombinant hK5, fluorogenic AMC substrate cleavage; 210,000 tested, 0.59% active; AID 873; inhibition, % at 5 µM;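 active = inhibition of 40% or more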;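 also: 0% = enzyme controls without compound and 100% = no-enzyme blanks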
EBV gp42 block – EBV gp42 inhibition | Q1HVG2 | Fluorescence polarization binding assay, mP read-out | inhibition, % (tested at 21.74 µM) | 220,000 tested, 0.42% active | AID 1085; in the data active = inhibition above about 50%
Target sequence (Q1HVG2 whole entry, looked up): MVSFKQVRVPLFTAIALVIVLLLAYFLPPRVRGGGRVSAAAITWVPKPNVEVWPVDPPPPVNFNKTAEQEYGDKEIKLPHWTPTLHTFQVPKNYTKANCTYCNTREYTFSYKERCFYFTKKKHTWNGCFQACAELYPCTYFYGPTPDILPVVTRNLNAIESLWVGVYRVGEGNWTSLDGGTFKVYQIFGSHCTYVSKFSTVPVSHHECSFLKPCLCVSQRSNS
KCC2 mod – modulators of human KCC2 chloride dependent transport. Q9H2X9. KCC2 cells, thallium flux FluoZin-2 fluorescence. B-score of Tl+ flux slope (higher = more flux/activation; lower = inhibition) at 10 µM. 190,000 tested, 2.2% active. AID 1456;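 active = thallium flux slope and its plate-corrected score both differing from the plate sample mean at a set confidence after two filtering rounds, in either direction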;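 also: slope of fluorescence scaled to starting intensity during 10 to 20 s after thallium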
14-3-3 Bad inh – disrupts binding of bovine 14-3-3 zeta to phospho-Bad peptide; inhibition, % at 21.7 µM; P63103; TR-FRET 14-3-3zeta/Dy647-pBad peptide displacement, 1 h; 220,000 tested, 0.71% active; AID 781;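 active = inhibition above about 70%, limit read from the data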;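 also: 0% = full 14-3-3 plus peptide FRET controls and 100% = background without 14-3-3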
Numbers without * were called inactive; i = inactive; . = not tested or not shown; [ ] = dose if it differs, or a comment.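 The calls were made as follows, unless noted: active = inhibition above about 30% (limit read from the data); inactive = the rest.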

Each structure is followed by: eIF4E-4G inh, NCF1 inh, Furin inhibitor, thrombin 1536, Rad51 HR inh, KLK5 inh, EBV gp42 block, KCC2 mod, 14-3-3 Bad inh
COC(=O)COc1cccc(NC(=O)COc2ccccc2)c1
→ -3, 6, -13[20 µM], 4, -6, -2, -6, 0.026, -7
Cc1nn(C)cc1/C=C/C(=O)c1ccccc1
→ 0, -14, -12[20 µM], 5, -6, -4, 20, -0.36, -12
Cc1nc2c([nH]c3ccc(Br)cc32)s1
→ 7, -11, 0[20 µM], 1, -4, 4, -15, 0.84, -5
C/C(=N\NC(=O)c1ccc(O)cc1)c1ccc2c(c1)Nc1ccccc1S2
→ 1, -35, -1, -15, -17, -6, -16, -1.6, -5[fluorescence artefact?]
O=C(CCCN1C(=O)c2ccccc2C1=O)NCc1ccco1
→ 2[fluorescence artefact?], 14, 0[20 µM], 1, 1, -6, -9, 0.064, -1[fluorescence artefact?]
Cc1ccccc1-n1nc2c(c1NC(=O)c1cc3ccccc3oc1=O)CS(=O)C2 (stereo not drawn)
→ -1[fluorescence artefact?], 2, 3, -4, 0, 3, 7, ., -1
COc1ccc(N2CCc3c(C)nc4c(OC)cc(OC)cc4c32)c(OC)c1
→ -3, -9, -4[20 µM], 7, ., 7, -15, -0.8, -6
CCOC(=O)C1CCCCN1Cc1cccc(C(F)(F)F)c1 (stereo not drawn)
→ -2, -7, -9[20 µM], -2, -6, 3, -22, -0.3, 14[fluorescence artefact?]
CC(=O)NC(C)C(=O)OCC(=O)c1ccc(-c2ccccc2)cc1 (stereo not drawn)
→ -1, -7, -17, -4, -12, -5, -5, -4.1*, 7
COc1ccc(CNC(=O)C(OC(=O)c2nsc(Cl)c2Cl)C(C)C)cc1 (stereo not drawn)
→ 2, -8, -19, 2, 0, 2, -10, -2, -15
CCO[C@H]1OC(C(=O)N2CCN(C)CC2)=C[C@@H](c2coc3ccccc3c2=O)[C@@H]1CCCO
→ 5, ., -26, -4, 8, 1, -7, -0.097, -5
Cc1cccc(-c2csc(N)c2C(=O)OC(C)C)c1
→ -5, -5, -19[20 µM], -1, -3, -6, -16, ., -6
Cc1csc(NC(=O)c2c(O)c3c(n(CC(C)C)c2=O)CCCC3)n1
→ -6, -7, -5[20 µM], 2, 0, 7, -15, 0.35, 12
Cc1ccc(-c2cc(Cc3ccncc3)c(=O)[nH]n2)cc1
→ -7, -3, -16, -5, ., 0, -6, 0.55, 0
COc1ccc(CN2C(=O)CN(C3CCCCCC3)C(=O)C2c2ccc(OC)c(OC)c2)cc1 (stereo not drawn)
→ 1, 1, -15, -6, -3, 16, -7, 0.45, 8
Cc1ccccc1-n1nc(C)c2cc(C(=O)NC3CC3)sc21
→ 5, 0, -26[20 µM], 4, 0, 6, 0, ., -8
Cc1nn(-c2ccccc2)c(N2CCCC2)c1/C=N/NC(=O)c1cc(-c2ccccn2)nc2ccccc12
→ 3, -26, -1, -9, -3, -8, -6, -1.6, 1
CCOC(=O)Nc1ccc2nc3n(c(=O)c2c1)CCCCC3
→ 1, -7, -18, -5, -2, -2, -25, ., 6
C=CCN1C(=O)CS/C1=N\N=C\c1cccc([N+](=O)[O-])c1
→ 2, -9, -24, 0, -13, -5, -10, 0.62, -9
Cc1ccc(OCC(O)CN2CCN(CC(O)COc3ccc(C)cc3Cl)CC2)c(Cl)c1 (stereo not drawn)
→ 9, -7, -18, 18, -2, 45*, 8, 0.59, -14

Shown bar-delimited: part of the list above
smiles | eIF4E-4G inh | NCF1 inh | Furin inhibitor | thrombin 1536 | Rad51 HR inh | KLK5 inh | EBV gp42 block | KCC2 mod | 14-3-3 Bad inh
Cc1nc2c([nH]c3ccc(Br)cc32)s1 | 7 | -11 | 0[20 µM] | 1 | -4 | 4 | -15 | 0.84 | -5
COc1ccc(CN2C(=O)CN(C3CCCCCC3)C(=O)C2c2ccc(OC)c(OC)c2)cc1 (stereo not drawn) | 1 | 1 | -15 | -6 | -3 | 16 | -7 | 0.45 | 8
Cc1ccccc1-n1nc(C)c2cc(C(=O)NC3CC3)sc21 | 5 | 0 | -26[20 µM] | 4 | 0 | 6 | 0 | . | -8
CCO[C@H]1OC(C(=O)N2CCN(C)CC2)=C[C@@H](c2coc3ccccc3c2=O)[C@@H]1CCCO | 5 | . | -26 | -4 | 8 | 1 | -7 | -0.097 | -5

Next part.
Each structure is followed by: eIF4E-4G inh, NCF1 inh, Furin inhibitor, thrombin 1536, Rad51 HR inh, KLK5 inh, EBV gp42 block, KCC2 mod, 14-3-3 Bad inh
Nc1nonc1C(=O)N1CCCC1
→ 1, 6, -19, -3, -5, -2, 7, 0.65, -3
COc1ccccc1CCNC(=O)NC1CCCCC1
→ 4, -5, -32, 4, ., ., -13, -0.41, -2
COC(=O)c1c(C)[nH]c(C(=O)CSc2ccc(Cl)cc2)c1C
→ -2, -2, -14[20 µM], -2, -1, 0, -23, 0.5, -1
CC(C)(C)N1CCC1C(N)=O (stereo not drawn)
→ 21, -8, -13, 0, -25, 2, -17, 0.15, 1
Cc1ccccc1N=Nc1ccc(O)c2ncccc12
→ -1, -4, 9, 0, 0, -61, -12, 41*, -5
Cc1csc(NC(=O)CSc2nnc(-c3cccs3)n2C)n1
→ 14, -5, -24, 6, -5, 26, 3, -3*, 2
CN(C(=O)COC(=O)c1ccc(NS(=O)(=O)c2cccs2)cc1)C1CCCCC1
→ -4[fluorescence artefact?], 5, -3, 0, 24, -8, 1, -0.87, -1[fluorescence artefact?]
CCn1cc(C(=O)N2CCN(c3cccc(C)c3C)CC2)c(=O)c2ccc(C)nc21
→ -12, 1, -6, -5, 5, -5, -12, -1.1, 0
COC(=O)C1=CN(Cc2ccc(OC)c(OC)c2)C=C(C(=O)OC)C1c1cccs1
→ 1, ., -41, -4, ., 7, -4, -1.8, 1
O=C(OCC1CC(c2ccccc2)=NO1)c1ccco1 (stereo not drawn)
→ -2, -5, -16, -1, 7, 1, -16, i, 0
Cc1nc2ccccc2c(=O)n1Cc1ccco1
→ 0, 0, -30, 0, 5, -3, -7, 1.1, -4
COc1ccc(OC)c(/C=C/C(=O)Nc2ccc(OC)nc2)c1
→ 1, -5, -9, -4, -1, 3, -5, -1.6, 7
COc1ccc(C(=O)Oc2cc(OC)cc(OC)c2C(C)=O)cc1
→ 1[fluorescence artefact?], 1, 5, -6, -6, -6, -2, -0.17, -3[fluorescence artefact?]
Cc1ccc(NC(=O)CS(=O)(=O)c2cn(CC(=O)N3CCOCC3)c3ccccc23)cc1
→ 0, -9, -29, -4, 9, -26, -7, -2.3, 7
Cc1ccc(-n2c(=O)cc(N3CCc4ccccc4C3)[nH]c2=O)cc1
→ -1, -24, -8[20 µM], 4, 5, -5, -3, ., -10[fluorescence artefact?]
CCOc1ccc(N(CC(=O)Nc2nccs2)S(=O)(=O)c2c(C)[nH]c(=O)[nH]c2=O)cc1
→ 1, -21, -13, 7, 2, 5, -13, -0.11, -6
CSCc1ccc(C(=O)NCc2ccc(F)cc2)cc1
→ 2, -6, -13, -3, 2, 5, -19, 0.079, -17
Cc1ccc(S(=O)(=O)Nc2nc3c(s2)C(=O)CC(C)(C)C3)cc1
→ 1, -5, -12, -4, -11, -4, -11, ., 4
O=C(Nc1nc2ccccc2s1)C1CCCO1 (stereo not drawn)
→ 6, 7, -36, -7, -1, -15, -8, 0.63, 5[fluorescence artefact?]
CC(C)C(NC(=O)c1cccs1)C(=O)NC1=NCCS1 (stereo not drawn)
→ 4[fluorescence artefact?], -10, -17[20 µM], -8, 2, 2, -10, 0.17, 2[fluorescence artefact?]

Next records follow:
Each structure is followed by: eIF4E-4G inh, NCF1 inh, Furin inhibitor, thrombin 1536, Rad51 HR inh, KLK5 inh, EBV gp42 block, KCC2 mod, 14-3-3 Bad inh
COc1ccc(C2C(=O)c3ccccc3C2=O)c(OC)c1
→ 2, 3, -19, -6, 100*, -7, -18, ., -1
O=C(CSc1nnc2ccccn12)Nc1nsc(-c2ccccc2)n1
→ -5, 5, -10, -5, 7, -19, -3, 0.0091, -7
CC1(C)Cc2cccc(OCC(=O)NC3CC3)c2O1
→ -9, 2, -5[20 µM], 2, -6, -25, 9, -0.74, -5
Cn1ccnc1C1CCCCN1Cc1nc(Cc2ccccc2F)no1 (stereo not drawn)
→ 2, -16, -23, 0, 2, ., -6, ., -3
CC1CCCC(NC(=S)Nc2cccc(S(=O)(=O)N(C)C)c2)C1C (stereo not drawn)
→ -2, -7, -18, 33, 0, 23, 0, 0.0097, -4
O=S(=O)(Cc1ccccc1)N=Nc1c(O)[nH]c2ccc(Br)cc12
→ -3, 7, -13, 4, 18, 4, -9, ., 23
O=C(NCc1ccccn1)c1ccc(N2CCCC2)c([N+](=O)[O-])c1
→ -1, -5, -22, -3, 3, -4, -3, 0.49, -19
CCCCc1cc(=O)oc2cc(C)cc(OCC(=O)O)c12
→ -1, -23, -11, 4, 8, -2, -5, 0.62, -10
Cc1nn(-c2ccccc2)c(Cl)c1/C=C(\CC(=O)O)c1nc2ccccc2s1
→ -12[fluorescence artefact?], -19, -9[20 µM], -1, -1, -13, -15, -3*, 14
NC(N)=NS(=O)(=O)c1ccc(NC(=S)NC(=O)c2sc3ccccc3c2Cl)cc1
→ 5, 20, -1, -7, 3, -7, 31, 1.3, 76*
COc1ccc(N2CCN(CCCNC(=O)C3CCCN(S(=O)(=O)c4c(C)n[nH]c4C)C3)CC2)cc1 (stereo not drawn)
→ 4, -4, -31, -1, ., ., -14, -0.66, -4
Cn1ncc(N=Cc2ccc([N+](=O)[O-])cc2)c1C(=O)N1CCOCC1
→ 1[fluorescence artefact?], -4, -14[20 µM], 5, 1, -1, -15, ., -7
O=C(NCCc1ccccc1)C1CCCN(S(=O)(=O)c2cccnc2)C1 (stereo not drawn)
→ 7, -15, -5, 4, 5, -11, -7, -0.056, 4
CCCN1C(=O)c2ccccc2NC1c1ccc(OC)c(CSc2ccccn2)c1 (stereo not drawn)
→ 7, -18, -17, -8, 2, -10, 13, -1, -8[fluorescence artefact?]
COc1ccc(S(=O)(=O)NCCc2csc(C)n2)cc1C
→ -4, -7, -21, 6, -1, 9, -6, 0.47, -3
Cc1cccc(C(=O)NCc2ccc(S(N)(=O)=O)cc2)c1[N+](=O)[O-]
→ 1, -10, -12, 2, -6, -24, -15, 1.8, -9
COc1ccc(/C=C/C(=O)Nc2cc(C)on2)cc1
→ 5, -13, -25, 0, 24, -7, -6, -0.42, 1
O=C(O)CCCNC(=O)/C(=C\c1ccc(Cl)cc1)NC(=O)c1ccccc1Br
→ 0, 4, -23, -14, -11, -4, 7, -0.28, -1
COc1ccccc1OCC(=O)Nc1ccc(S(=O)(=O)N2CCCCCC2)cc1
→ -9, -9, -25, -1, -2, -15, -11, -2.2, -4
